# High-throughput results as filed in PubChem BioAssay.
# ATG4B inh: ATG4B protease inhibitors, primary screen, biochemical, fluorescence, uHTS. ATG4B cleavage of LC3-PLA2, NBD-HPC fluorescence, 1 h. inhibition, % at 8.33 µM. 340,000 compounds, 0.51% hits. AID 504462, 2011; in the data active = inhibition above about 40%
# MPTP inh: mitochondrial permeability transition pore inhibitors, primary screen, biochemical, isolated mouse mitochondria, absorbance; Ca2+ swelling absorbance, 30 min; inhibition, % at 10 µM; 360,000 compounds, 1.4% hits;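 active = inhibition of 50% or more, scaled per plate between neutral and stimulator controls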;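 note: 0% = DMSO wells given calcium and 100% = 1 mM EGTA wells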
# SENP7 inh: SENP7 protease inhibitors, primary screen, biochemical, luminescence, uHTS; 330,000 compounds, 1.5% hits; recombinant SENP7, Z-RLRGG-aminoluciferin luminescence, 40 min; Sentrin-specific protease 7 (Homo sapiens), Q9BQF6; inhibition, % at 5 µM;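 active = inhibition above about 50% at the single test dose, limit read from the data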;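 note: plate controls were DMSO with enzyme for no effect and no enzyme buffer wells for full effect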
# SENP6 inh: SENP6 protease inhibitors, primary screen, biochemical, luminescence, uHTS; Sentrin-specific protease 6 (Homo sapiens), Q9GZR1; Recombinant SENP6 catalytic domain, aminoluciferin luminescence; inhibition, % at 10 µM; 330,000 compounds, 1.8% hits;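 active = inhibition above about 50% at the single tested dose, limit read from the data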;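 note: plate controls were DMSO wells with enzyme for no effect and DMSO wells lacking enzyme for full effect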
# HKDC1 inh: HKDC1 hexokinase inhibitors, primary screen, biochemical, fluorescence, uHTS; Q2TB90; recombinant HKDC1, G6PDH/diaphorase resazurin coupled fluorescence; inhibition, % at 20 µM; 340,000 compounds, 0.16% hits; AID 493160, 2011;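 active = inhibition above about 35% when tested at 20 µM, limit read from the data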;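 note: plate controls were DMSO wells with enzyme for no effect and DMSO wells lacking enzyme for full effect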
# Target sequence (Q2TB90 whole entry, looked up): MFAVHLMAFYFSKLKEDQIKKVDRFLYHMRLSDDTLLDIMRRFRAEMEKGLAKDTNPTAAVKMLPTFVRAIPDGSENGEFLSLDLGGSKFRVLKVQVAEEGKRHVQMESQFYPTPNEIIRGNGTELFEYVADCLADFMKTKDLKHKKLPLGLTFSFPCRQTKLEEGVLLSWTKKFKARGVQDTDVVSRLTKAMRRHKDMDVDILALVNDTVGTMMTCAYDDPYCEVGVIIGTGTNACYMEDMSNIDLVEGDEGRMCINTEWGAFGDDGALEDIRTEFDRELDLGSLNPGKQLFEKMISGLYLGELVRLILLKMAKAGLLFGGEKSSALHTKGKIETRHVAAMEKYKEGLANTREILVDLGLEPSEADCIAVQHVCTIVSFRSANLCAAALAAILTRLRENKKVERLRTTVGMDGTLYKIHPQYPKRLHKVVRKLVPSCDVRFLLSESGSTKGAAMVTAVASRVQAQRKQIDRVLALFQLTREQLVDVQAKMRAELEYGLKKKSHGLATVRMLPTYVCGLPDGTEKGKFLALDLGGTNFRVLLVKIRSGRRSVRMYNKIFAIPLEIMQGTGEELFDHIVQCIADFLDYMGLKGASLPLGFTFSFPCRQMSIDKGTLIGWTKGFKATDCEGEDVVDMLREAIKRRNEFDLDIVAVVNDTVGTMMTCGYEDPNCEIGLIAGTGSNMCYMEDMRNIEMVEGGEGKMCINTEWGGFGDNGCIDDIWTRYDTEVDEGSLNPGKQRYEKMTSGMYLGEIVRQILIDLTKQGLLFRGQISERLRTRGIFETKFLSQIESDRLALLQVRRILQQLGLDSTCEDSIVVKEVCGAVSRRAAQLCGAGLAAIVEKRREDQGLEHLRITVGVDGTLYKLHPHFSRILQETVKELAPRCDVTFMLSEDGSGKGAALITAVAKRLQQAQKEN
#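 Test system: Recombinant HKDC1 (HK5) hexokinase enzyme, produced in-house | Input: HKDC1 at 5 µg/mL | Buffer or medium: Tris pH 8.0 buffer with MgCl2, Tween-20, BSA, BME | Schedule: 90 min reaction incubation at room temperature, dark | Technique: Resazurin-to-resorufin fluorescence via G6PDH and diaphorase coupling, 525/613 nm | Controls: DMSO wells with and without enzyme mix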
# GRIN3A LBD mod: binders of NR3A ligand-binding domain, primary screen, biophysical, differential scanning fluorimetry, uHTS. Tm shift relative to glycine control, % at 25 µM. 340,000 compounds, 2.5% hits. NR3A LBD differential scanning fluorimetry, Tm shift; 0% = protein alone, 100% = glycine-bound protein. Glutamate receptor ionotropic, NMDA 3A (GRIN3A) ligand-binding domain;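 active = melting temperature shift of at least 10% of the positive control shift, at one fixed dose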
# SENP8 inh: human SENP8 protease inhibitors, primary screen, biochemical, fluorescence, Nedd8 protein substrate, uHTS | Sentrin-specific protease 8 (Homo sapiens), Q96LD8 | AID 602440, 2012 | inhibition, % at 20 µM | 360,000 compounds, 0.64% hits | recombinant SENP8; in the data active = inhibition mostly above about 40%, no sharp cut-off; inactive = mostly below about 27%
# PfG6PD inh: PfG6PD enzyme inhibitors, primary screen, biochemical, fluorescence intensity, uHTS; PfGluPho enzyme, NADPH resazurin-diaphorase fluorescence; AID 504690, 2011; glucose-6-phosphate dehydrogenase-6-phosphogluconolactonase (Plasmodium falciparum 3D7); 350,000 compounds, 0.78% hits; inhibition, % at 20 µM;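 active = inhibition reaching at least a set limit at 20 µM in the primary screen, cut at about 59% in these data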;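 note: 0% = DMSO wells with substrate and 100% = DMSO wells lacking glucose-6-phosphate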
# Active calls of the source: *; . = no result given.
# Start of the data: the first 13 records (preview)
1) COc1ccc(CN2CCC(n3nccc3NC(=O)c3cccc(F)c3)CC2)cc1O
2) CCCCN(C)CCCN1C(=O)C2C(C(=O)Nc3cccc(OC)c3)C3C=CC2(O3)C1C(=O)NC1CCCCC1C (stereo unspecified)
3) Nc1nc(SCC(=O)NCc2ccco2)[nH]c(=O)c1-c1ccccc1
4) CC1CCC2(CC1)NC(=O)N(CC(=O)c1ccc3c(c1)OCO3)C2=O (stereo unspecified)
5) COc1cccc(/C=N/Nc2ccc([N+](=O)[O-])cc2)c1O
6) O=C(Cn1ncc2c1-c1ccccc1OC2)Nc1cccc(Cl)c1
7) CC1CCCCN1S(=O)(=O)c1ccc([N+](=O)[O-])cc1 (stereo unspecified)
8) CN(C(=O)c1ccncc1)c1nnc(-c2ccncc2)s1
9) Cc1cccc(CSc2nnc(-c3ccco3)o2)c1
10) Cc1ccc(S(=O)(=O)N2CCN(C(=O)CCCOc3ccc(Cl)cc3C)CC2)cc1
entry no.,1,2,3,4,5,6,7,8,9,10
ATG4B inh,28,1,2,0,-16,-3,2,-8,0,-11
MPTP inh,2.1,0.2,0.5,0.0,2.2,1.0,0.3,-0.4,-2.5,-0.8
SENP7 inh,0,1,3,10,78*,6,11,-6,5,7
SENP6 inh,-16,-15,-16,-9,70*,-2,5,-23,-1,-5
HKDC1 inh,-3,-3,11,-3,5,-6,-6,-1,2,4
GRIN3A LBD mod,2,3,0,0,36*,-10,2,-2,0,1
SENP8 inh,8,7,6,-11,-69,-2,15,-167,-2,4
PfG6PD inh,-6,-16,-4,7,49,15,-3,-18,-3,2

11) O=C(C1CC1)N1CCc2cc(Br)cc(S(=O)(=O)NCc3ccco3)c21
12) Cc1csc2nc(CSc3nc4ccccc4o3)c(Br)n12
13) Cc1ccccc1OCC(=O)O/N=C(\N)c1ccncc1
entry no.,11,12,13
ATG4B inh,-1,23,-1
MPTP inh,0.5,-0.1,-1.1
SENP7 inh,-6,-1,1
SENP6 inh,-8,56*,-15
HKDC1 inh,0,3,4
GRIN3A LBD mod,0,-2,0
SENP8 inh,25,14,6
PfG6PD inh,20,6,11

# The listing, from the first entry:
1) COc1ccc(CN2CCC(n3nccc3NC(=O)c3cccc(F)c3)CC2)cc1O
2) CCCCN(C)CCCN1C(=O)C2C(C(=O)Nc3cccc(OC)c3)C3C=CC2(O3)C1C(=O)NC1CCCCC1C (stereo unspecified)
3) Nc1nc(SCC(=O)NCc2ccco2)[nH]c(=O)c1-c1ccccc1
4) CC1CCC2(CC1)NC(=O)N(CC(=O)c1ccc3c(c1)OCO3)C2=O (stereo unspecified)
5) COc1cccc(/C=N/Nc2ccc([N+](=O)[O-])cc2)c1O
6) O=C(Cn1ncc2c1-c1ccccc1OC2)Nc1cccc(Cl)c1
7) CC1CCCCN1S(=O)(=O)c1ccc([N+](=O)[O-])cc1 (stereo unspecified)
8) CN(C(=O)c1ccncc1)c1nnc(-c2ccncc2)s1
entry no.,1,2,3,4,5,6,7,8
ATG4B inh,28,1,2,0,-16,-3,2,-8
MPTP inh,2.1,0.2,0.5,0.0,2.2,1.0,0.3,-0.4
SENP7 inh,0,1,3,10,78*,6,11,-6
SENP6 inh,-16,-15,-16,-9,70*,-2,5,-23
HKDC1 inh,-3,-3,11,-3,5,-6,-6,-1
GRIN3A LBD mod,2,3,0,0,36*,-10,2,-2
SENP8 inh,8,7,6,-11,-69,-2,15,-167
PfG6PD inh,-6,-16,-4,7,49,15,-3,-18

9) Cc1cccc(CSc2nnc(-c3ccco3)o2)c1
10) Cc1ccc(S(=O)(=O)N2CCN(C(=O)CCCOc3ccc(Cl)cc3C)CC2)cc1
11) O=C(C1CC1)N1CCc2cc(Br)cc(S(=O)(=O)NCc3ccco3)c21
12) Cc1csc2nc(CSc3nc4ccccc4o3)c(Br)n12
13) Cc1ccccc1OCC(=O)O/N=C(\N)c1ccncc1
14) c1ccc(-c2nc(-c3cccnc3)cs2)cc1
15) CCN(CC)CCNCC1C(=O)O[C@@H]2C[C@@]3(C)CCC[C@H](C)C3=C[C@H]12 (stereo partly specified)
16) CCCN1CCc2c(sc(NC(=O)c3ccc(S(=O)(=O)N(C)c4ccccc4)cc3)c2C(N)=O)C1
entry no.,9,10,11,12,13,14,15,16
ATG4B inh,0,-11,-1,23,-1,-2,5,-3
MPTP inh,-2.5,-0.8,0.5,-0.1,-1.1,-0.5,-0.1,2.6
SENP7 inh,5,7,-6,-1,1,.,3,14
SENP6 inh,-1,-5,-8,56*,-15,.,-12,-2
HKDC1 inh,2,4,0,3,4,-3,-2,1
GRIN3A LBD mod,0,1,0,-2,0,0,0,4
SENP8 inh,-2,4,25,14,6,13,12,-112
PfG6PD inh,-3,2,20,6,11,12,-3,8

17) Nc1ccc(-c2nc3ccccc3[nH]2)cc1
18) Cn1c(SCC(=O)Nc2ccc3[nH]c(=O)[nH]c3c2)nnc1-c1ccccc1
19) CCCOc1ccc(CN(CCC#N)C(=S)NC(=O)c2ccccc2)cc1
20) CCOC(=O)C1=C(C)NC(C)=C(C(=O)OCC)C1c1cc2ccc(C)cc2[nH]c1=O
21) O=C(Cn1c(=S)nc2ccccn21)N1CCc2ccccc2C1
22) OC(c1ccccc1)c1nccn1Cc1ccccc1 (stereo unspecified)
23) Cc1cc(NC(=O)c2ccc(S(=O)(=O)N3CCCC3)cc2)nc2c1c(=O)oc1ccccc12
24) COc1cccc(C(=O)NCCC(=O)NCc2cc(=O)n(C)c(=O)n2C)c1
entry no.,17,18,19,20,21,22,23,24
ATG4B inh,-4,-4,-6,-8,-8,-12,-6,-5
MPTP inh,-0.9,-3.2,0.6,0.9,-1.5,-1.7,-0.5,-1.9
SENP7 inh,65*,0,2,6,-1,8,.,3
SENP6 inh,70*,0,-1,11,-13,7,.,-8
HKDC1 inh,-5,1,-8,-2,3,-2,2,-4
GRIN3A LBD mod,-5,0,-1,2,2,0,-5,1
SENP8 inh,-414,7,19,-223,-59,8,-58,15
PfG6PD inh,7,8,-12,-1,6,-19,-7,3

25) COc1ccccc1C(=O)COC(=O)Cn1c(C)csc1=O
26) CC(C)(C)OC(=O)N1CCC(c2cc(=O)n3[nH]cc(C(=O)NC4CCCC4)c3n2)CC1
27) Cc1cc(Cl)c(S(=O)(=O)N2CCCCCC2)cc1OCC(N)=O
28) COc1ccc(C(C(=O)NCc2ccccc2)N(C(=O)c2snc(C(N)=O)c2N)c2ccccc2OC)cc1 (stereo unspecified)
29) COc1ccc(C(=O)C[n+]2ccc(N)c(C)c2C)cc1
30) CCOC(=O)c1[nH]c2ccc(F)cc2c1NC(=O)CCN1CCSCC1
31) COc1ccc(CN(C)CC(=O)N(C)CC(=O)Nc2ccccc2Br)cc1F
32) Cc1ccc(N(C(C)C(=O)Nc2c(C)n(C)n(-c3ccccc3)c2=O)S(C)(=O)=O)cc1C (stereo unspecified)
entry no.,25,26,27,28,29,30,31,32
ATG4B inh,-3,-4,-3,-1,5,-4,9,3
MPTP inh,0.3,-0.5,0.3,0.4,-3.1,-1.9,-0.5,-0.7
SENP7 inh,6,-2,1,3,2,2,1,-8
SENP6 inh,-9,-12,-2,-18,-5,-16,-4,-10
HKDC1 inh,-2,7,1,5,2,-4,-4,8
GRIN3A LBD mod,1,-15,2,-9,-3,0,3,-1
SENP8 inh,5,-72,8,-305,16,-401,-5,12
PfG6PD inh,-6,-14,0,5,-13,-2,2,-10

# Pulled one by one from the entries so far, 2 records:
7) CC1CCCCN1S(=O)(=O)c1ccc([N+](=O)[O-])cc1 (stereo unspecified)
11) O=C(C1CC1)N1CCc2cc(Br)cc(S(=O)(=O)NCc3ccco3)c21
entry no.,7,11
ATG4B inh,2,-1
MPTP inh,0.3,0.5
SENP7 inh,11,-6
SENP6 inh,5,-8
HKDC1 inh,-6,0
GRIN3A LBD mod,2,0
SENP8 inh,15,25
PfG6PD inh,-3,20
